Assay outcomes deposited in PubChem BioAssay by several laboratories.
SDO1 yeast rescue – sdo1-depleted yeast growth rescue; S. cerevisiae sdo1-depleted JHY4D growth rescue, OD600 30 h; active compounds read high; pdr5 snq2 efflux-pump mutant strain; z-score at 10 µM; actives 0.21% (n = 140,000);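 active means z-score above 3 at both the 24 hr and the 30 hr optical density reads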;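 further: z-score against mean and SD of all compound wells on the same plate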
INS promoter inh – TRM-6 insulin promoter activity inhibition; TRM-6 cells (human fetal islet line), insulin promoter-eGFP reporter, imaging; reporter expression induced with tamoxifen; inhibition, % at 2 µM; actives 0.9% (n = 130,000);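 active means inhibition above the mean plus 3 SD, with well images judged a real hit on visual review, cut at about 60% in these data, passing the limit was not always enough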
SDO1 yeast rescue Rescue 24 h – further read-out of SDO1 yeast rescue, marked with its call; z-score; S. cerevisiae sdo1-depleted JHY4D growth rescue, OD600; measured here: growth rescue at 24 h;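 0 is the plate mean of compound wells and units are plate SD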
Starred values were filed as active, the others as inactive; · = not tested or not shown. No enrichment for hits. Share with any hit: about 0.99%.

No.	Compound	SDO1 yeast rescue	SDO1 yeast rescue Rescue 24 h	INS promoter inh
1	CCN(CC(=O)N1CCc2ccccc2C1)S(=O)(=O)c1ccc2ccccc2c1	-0.22	-0.79	4
2	CCCCn1c(CCNC(=O)c2cccs2)nc2ccccc21	-0.72	-0.81	0
3	CN(C)c1nc2sc3c(c2c(=O)n1C)CC(C)(C)OC3	0.69	0.53	55
4	c1ccc(CCC2=NCCn3cccc32)cc1	0.22	0.5	-73
5	O=C(Cn1c(=O)c2c(ncn2Cc2ccccc2)n(Cc2ccccc2)c1=O)NC1CC1	0.19	0.04	-15
6	CCOc1ccccc1NC(=O)C1CC2CCCC(C1)C2=O (stereo unspecified)	-0.14	0.1	-15
7	Cc1ccc(NC(=O)COC(=O)CSC(=S)N2CCOCC2)cc1	·	·	-58
8	CC(C)COc1ccc(C(=O)Nc2scc(-c3ccc(Cl)cc3Cl)c2C(N)=O)cc1	1.3	1.5	-177
9	COc1ccc(CN=C(Nc2ccccc2)SC2CC(=O)N(C)C2=O)cc1 (stereo unspecified)	0.89	0.95	-25
10	CCn1cc(C(=O)OCC(=O)N(C)C2CCS(=O)(=O)C2)c(=O)c2ccc(C)nc21 (stereo unspecified)	1.1	1.4	22
11	O=C(NCC(c1ccc(F)cc1)N1CCOCC1)c1ccc(Br)o1 (stereo unspecified)	0.47	0.06	·
12	CCOC(=O)c1sc2ncnc(NCc3ccco3)c2c1C	-1.4	-1.3	-122
13	CCN1C(=O)C(C(=O)NC(C)c2ccccc2)C2CC1(C)Oc1ccccc12 (stereo unspecified)	-1.1	-0.49	-29
14	COc1ccc(NS(=O)(=O)c2ccc3nc(COc4ccc(Cl)c(C)c4)[nH]c3c2)cc1	0.46	0.34	·
15	O=C(/C=C(\c1ccc(Cl)cc1)n1cncn1)c1ccc(Cl)cc1	-0.98	-0.26	48

2 of these compounds in another layout.
| nr | SDO1 yeast rescue | SDO1 yeast rescue Rescue 24 h | INS promoter inh | molecule |
| --- | --- | --- | --- | --- |
| 6 | -0.14 | 0.1 | -15 | CCOc1ccccc1NC(=O)C1CC2CCCC(C1)C2=O (stereo unspecified) |
| 7 | · | · | -58 | Cc1ccc(NC(=O)COC(=O)CSC(=S)N2CCOCC2)cc1 |

Some of these compounds in order of their number in SDO1 yeast rescue Rescue 24 h, falling.
no.	canonical_smiles	SDO1 yeast rescue Rescue 24 h
6	CCOc1ccccc1NC(=O)C1CC2CCCC(C1)C2=O (stereo unspecified)	0.1
15	O=C(/C=C(\c1ccc(Cl)cc1)n1cncn1)c1ccc(Cl)cc1	-0.26
12	CCOC(=O)c1sc2ncnc(NCc3ccco3)c2c1C	-1.3

Next structures.
No.	Compound	SDO1 yeast rescue	SDO1 yeast rescue Rescue 24 h	INS promoter inh
16	Cc1cccc(NC(=O)Nc2ccc(C)cc2Br)c1	0.39	1.6	47
17	COCCN(C(=O)c1ccco1)C(C(=O)NC1CCCC1)c1cccs1 (stereo unspecified)	-0.64	-0.7	-148
18	CCSc1nc2n(n1)C(c1cccc(F)c1)C1=C(CCCC1=O)N2 (stereo unspecified)	0.42	-0.09	·
19	CC1CC(=O)N(CC(=O)NCc2ccc3c(c2)OCO3)c2ccccc2S1 (stereo unspecified)	-0.29	-0.16	·
20	COc1ccc(NC(=O)C23CC4CC(C2)CC(n2cnc(Br)n2)(C4)C3)cc1OC	0.02	-0.59	-2
21	CC(C)CN1C(=O)NC(NC(=O)c2cccs2)(C(F)(F)F)C1=O (stereo unspecified)	1.2	0.95	·
22	Cc1ccc2nc(SC(C)C(=O)NC3CCCc4ccccc43)[nH]c2c1 (stereo unspecified)	-1.3	-1.2	·
23	N#CCC(CNc1ncc(C(F)(F)F)cc1Cl)OC(=O)c1cccc(C(F)(F)F)c1 (stereo unspecified)	-0.99	-0.55	-57
24	COc1ccc(Cl)cc1C(=O)NNC(=S)NC(=O)c1cc(-c2ccc(Cl)cc2)nc2ccccc12	0.97	2.4	·
25	Cc1cccc(Nc2nnc(SCc3cn4ccsc4n3)s2)c1	-1	-1.3	23
26	CCN1CCN(Cc2c(O)ccc3c(=O)c(-c4ccc(OC)c(OC)c4)c(C)oc23)CC1	1.1	0.72	23
27	CC(=O)OCCNc1cc(SC(C)C)c2nonc2c1[N+](=O)[O-]	·	·	33
28	O=C(O)COc1ccc(/C=N/O)cc1Br	·	·	-8
29	CC1CCCN(c2ccc3nc4ccccc4c(=O)n3n2)C1 (stereo unspecified)	·	·	-21
30	CCOC(=O)c1cnc(SCC(=O)Nc2ccc3c(c2)OCCO3)nc1N	-0.6	0.22	·
31	CN(C)C(/C=C/Nc1ccc(O)cc1)=C(C#N)C#N	·	·	29
32	CCOCc1cnc(C)nc1NCC(=O)c1c(C)n(C)c2ccc(OC)cc12	-0.45	-0.88	·
33	CCn1c2ccc(/C(C)=N\O)cc2c2cc(/C(C)=N\O)ccc21	-0.64	0.35	-12
34	COC(=O)/C(=C1/Oc2ccc(C)cc2S1)C(F)(F)F	-0.57	-0.32	·
35	O=c1c2cccnc2[nH]c(=S)n1CCCN1CCN(c2ccc(F)cc2)CC1	1.2	1.4	-89
36	CC(C)(C)OC(=O)N1CCN(c2ccc(NC(=O)Cn3nnc(-c4ccccc4)n3)cc2)CC1	-0.24	0.7	-420
37	N#Cc1ccccc1NC(=O)Nc1cccs1	-0.46	-1.6	-6
38	COc1cccc(CNC(=O)c2nnn(CC(=O)Nc3ccc(C)c(C)c3)c2N)c1	-0.36	1.1	·
39	N/C(=N\OC(=O)CCC1CCCC1)c1cccc([N+](=O)[O-])c1	-0.71	-1	·
40	CC(C)N(C(=O)COC(=O)c1ccccc1C(=O)N1CCN(c2ccc(F)cc2)CC1)C(C)C	0.87	0.53	·
41	CC1CC(CC(=O)NNc2nc(-c3ccccc3)cs2)C(=O)O1 (stereo unspecified)	·	·	18
42	c1ccc([C@H]2CC3C[C@@H](c4ccccc4)N2O3)cc1	-0.26	-0.56	7
43	CCOc1cc(C)nc(N2CCC(C(=O)Nc3ccccc3OCC)CC2)n1	-0.95	-1.4	·
44	Cc1cc(Cl)ccc1NC(=S)NCc1ccco1	0.81	-0.13	·
45	Cc1ccccc1NC(=S)NCCc1ccccc1	-0.43	-0.32	0
46	C=CCN(CC=C)Cc1ccc(C(=O)OC)o1	1.2	1.1	-46
47	CC(=N[C@@H]1CCCC[C@H]1N=C(C)c1ccccc1O)c1ccccc1O	0.37	0.38	31
48	C=CCn1cc(C(=O)NCc2ccco2)c(=O)c2cc(S(=O)(=O)N3CCCCCC3)ccc21	0.31	0.61	·
49	COc1cccc(/C=N/n2c(-c3cccs3)n[nH]c2=S)c1	-1.1	-0.4	-34
50	CCOC(=O)N1CCN(C(=O)CN(Cc2ccc(Cl)cc2)S(=O)(=O)c2ccc(C)cc2)CC1	0.36	0.25	11
51	Cn1c(N)c(C(=O)CCl)c(=O)n(C)c1=O	-0.71	-0.74	24
52	N#C/C(=C\c1cn(Cc2cccc(F)c2)c2ccccc12)C(=O)NCc1ccco1	-0.37	-0.16	-24
53	CCOC(=O)c1nc(C)n(-c2ccc(Cl)cc2Cl)n1	0.72	0.32	12
54	O=C(COc1ccc(F)cc1)Nc1nccs1	-0.16	-1	·
55	COc1ccc(NC(=O)c2ccc([N+](=O)[O-])cc2[N+](=O)[O-])c(OC)c1	·	·	-9
56	O=C(Nc1ccccc1N1CCOCC1)c1ccc2c(c1)C(=O)N(Cc1ccncc1)C2=O	0.24	-0.12	·
57	COc1cc(NC(=O)c2cc(C(C)C)on2)cc(OC)c1OC	-0.04	-0.04	·
58	CC1C2CC(C/C2=N/NC(=O)c2cccs2)C1(C)C (stereo unspecified)	·	·	17
59	O=C(/C=C/Nc1cccc([N+](=O)[O-])c1)c1cccs1	-0.45	-0.69	0
60	N/C(=N\OC(=O)Cc1cccc2ccccc12)c1ccccn1	-1.1	-0.77	-46
61	C=CCSc1nnc(Cc2cc(=O)[nH]c(=O)[nH]2)n1-c1cc(C)ccc1C	1	0.32	·
62	Cc1ccccc1N1CCN(C(=O)c2ccccc2NC(=O)/C=C\C(=O)O)CC1	1.3	0.18	11
63	O=C(Nc1ccc(Cl)c(Cl)c1)N1CC=CCC1	-0.95	-0.13	-4
64	Cc1cc(C)cc(NC(=O)C2CCCN(c3nccc(C)n3)C2)c1 (stereo unspecified)	-0.52	-0.3	4
65	CC(C)Sc1nc(N2CCCC2)c2c(c1C#N)CC(C)(C)OC2	-1.3	-1.2	·
66	COc1ccc(NC(=O)CSc2[nH]c(=O)cc(C)c2C#N)cc1OC	0.12	0.11	-4
67	CCOC(=O)C1=C(CSc2nc(-c3ccncc3)ccc2C#N)OC(N)=C(C#N)C1c1ccc(OC)cc1 (stereo unspecified)	-1	-0.57	0
68	Cc1ccc(C)c(NC(=O)CCC(=O)N/N=C/c2ccc[nH]2)c1	0.42	0.44	·
69	CCc1n[nH]c2c1/C(=N\O)CC(C)(C)C2	-0.47	-0.73	·
70	Cc1ccc(-c2nc3ncccc3o2)cc1NC(=O)c1cccs1	·	·	35
71	Cc1cc(C(=O)CN2C(=O)NC(c3ccccc3)(c3ccccc3)C2=O)c(C)n1Cc1ccco1	-0.58	-0.76	·
72	Cc1nc(SCC#N)c2c3c(sc2n1)CCC3	0.79	2.8	31
73	COc1ccc(C)cc1S(=O)(=O)N1CCN(S(=O)(=O)c2cc(C)ccc2OC)C(C)C1 (stereo unspecified)	-0.8	-0.58	·
74	CCNC(=S)SCCOc1ccc(C)cc1	0.62	1.3	-14
75	O=C(NCCCNc1ccc([N+](=O)[O-])cc1Cl)c1ccccc1F	·	·	40

Additional records.
No.	Compound	SDO1 yeast rescue	SDO1 yeast rescue Rescue 24 h	INS promoter inh
76	CC(C)(C)CC(=O)Nc1nnc(-c2cccs2)s1	-0.27	-0.3	·
77	COc1ccc(COCCN2CCN(S(=O)(=O)c3ccc(C)cc3)CCC2=O)cc1	-0.9	-0.83	-105
78	CCOC(=O)C1CCN(C(=O)c2n[nH]c(=O)c3ccccc23)CC1	-0.3	-1.1	41
79	N#CC1=C(N)OC2=C(C(=O)CCC2)C1CCc1ccccc1 (stereo unspecified)	0.41	-0.12	-3
80	CC(C)CCNC(=O)C(c1cccnc1)N(Cc1ccccc1)C(=O)Cn1nnc2ccccc21 (stereo unspecified)	·	·	12
81	O=C(Oc1cccnc1)c1ccco1	0.99	0.19	-33
82	Cc1ccc(N(CC(=O)NCc2ccc3c(c2)OCO3)S(=O)(=O)c2c(C)noc2C)cc1	-1.8	-1.4	·
83	CCC(=O)NCCc1nc2ccccc2n1Cc1ccccc1	0.69	0.46	69
84	CCOc1cc2oc(=O)c3c(c2cc1Cl)CCC3	-0.94	-0.78	-29
85	O=S(=O)(NCCc1csc(-c2cccnc2)n1)c1ccc2c(c1)OCCO2	0.19	-0.25	·
86	Cc1cc(NC(=O)C2CCN(S(=O)(=O)Cc3ccccc3)CC2)ccc1-n1cnnn1	-1.2	-1.3	-47
87	CCn1cc(Br)c(C(=O)NCc2ccco2)n1	0.19	-0.27	-355
88	COc1ccc(C(C)C)cc1S(=O)(=O)n1cnc(C)c1	-0.24	-0.02	4
89	O=C(N1CCOCC1)C1(c2ccccc2)CCCCC1	0.13	0.02	0
90	O=C(COC(=O)C12CC3CC(CC(C3)C1)C2)Nc1ccccc1F	-0.2	1.1	25
91	CC(=O)Nc1ccc(-c2cc3ccccc3o2)cc1	-0.29	0.63	-9
92	COCCSc1nnc(NC(=O)c2cc(C(=O)OC)cc([N+](=O)[O-])c2)s1	·	·	-7
93	CCc1nnc(NC(=O)CN2CCN(c3ccc(Cl)cc3)CC2)s1	·	·	-117
94	CCCC(=O)C1=C(O)C(C(=O)OC)C(C)(C)CC1=Nc1ccc(OC)cc1 (stereo unspecified)	·	·	-13
95	CCCOc1ccc(/C=C2\SC(=S)N(CC3CCCO3)C2=O)cc1 (stereo unspecified)	0.81	0.98	16
96	O=C(Nc1ccc2oc(=O)ccc2c1)c1ccco1	-0.25	-0.11	·
97	Cc1ccc(C(c2nnnn2C2CCCC2)N2c3ccccc3CC2C)cc1 (stereo unspecified)	-0.97	-1.5	-64
98	N#CCCSCc1ccc(OCC(=O)O)cc1	0.46	0.21	58
99	C/C(=N\O)C(=O)NCCCn1ccnc1	0.39	-0.25	·
100	CCC1(N(C(C)=O)c2ccc(OC)cc2)C(=O)c2ccccc2C1=O	-1.3	-1	-27
101	CC1(C(=O)NCc2ccccn2)C=CCN1C(=O)c1ccccc1 (stereo unspecified)	0.86	0.91	23
102	O=[N+]([O-])c1ccc(Cc2nnc(-c3ccc(F)cc3)o2)cc1	·	·	36
103	Cc1ccc(S(=O)(=O)CCC(=O)OCc2ccc(Cl)cc2)cc1	1.5	1.2	7
104	Cc1cc(C(=O)Nc2nc3c(s2)CCCC3)cs1	-2.3	-1.3	25
105	CC(=O)c1ccc(NC(=O)c2ccn(C(=O)OCC(C)C)n2)cc1	-0.21	0.08	11

Some of the entries so far, as labelled records:
[91] CC(=O)Nc1ccc(-c2cc3ccccc3o2)cc1
  SDO1 yeast rescue: -0.29	SDO1 yeast rescue Rescue 24 h: 0.63	INS promoter inh: -9
[92] COCCSc1nnc(NC(=O)c2cc(C(=O)OC)cc([N+](=O)[O-])c2)s1
  SDO1 yeast rescue: ·	SDO1 yeast rescue Rescue 24 h: ·	INS promoter inh: -7
